RXFP1 ag = qHTS Assay for Agonists of the Relaxin Receptor RXFP1; Relaxin receptor 1 (Homo sapiens), Q9HBX9; HEK293T-RXFP1 cAMP TR-FRET, 30 min; response scale: percent of porcine relaxin response, buffer zero; Potency, µM (highest dose often 57.5 µM), inactives show at the top dose activation, actives largely listed as activators; 370,000 tested, 0.3% active; AID 2676, 2010; further: potency means the concentration at half of the fitted maximal effect; on the % scale 0 is the no-effect control and ±100 the full control effect; nearly all actives have a fitted effect of over 60% in size; many of its hits are not listed in these tables
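cAMP rise read by TR-FRET after 30 min, 37C compound exposure (up to 58 uM) in RXFP1-transfected HEK293 cells with Ro 20174 present. EC50 from Hill-equation fits, with 29 nM porcine relaxin as 100% and buffer as basal.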
Vif-APOBEC3F blk = qHTS for Inhibitors of Vif-A3F Interactions: qHTS; Potency, µM (titrated, usually from 46.1 µM), for inactives: at the top dose activity, negative = active; 390,000 tested, 0.2% active; HeLa A3F-eYFP + Vif (tagged APOBEC3F with the HIV-1 protein that degrades it), YFP fluorescence increase; AID 602313, 2012; further: potency means the concentration at half of the fitted maximal effect; % of control where 0% means no effect; nearly all actives have a fitted effect of over 65% in size
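Fluorescence increase (Ex 488/Em 500-530) after overnight compound treatment at 37 deg C flags inhibition of Vif-driven A3F-eYFP loss in stable HeLa A3F-eYFP/Vif cells seeded overnight beforehand.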
D1 ag = Allosteric Agonists of the Human D1 Dopamine Receptor: qHTS. D(1A) dopamine receptor (Homo sapiens), P21728. HEK293 T-REx D1 cells, calcium flux, agonist mode. activation, % at 2 µM. 360,000 tested, 1% active; in the data active means activation above about 30%; further: 0% is about no effect
Target sequence (P21728 whole entry, looked up): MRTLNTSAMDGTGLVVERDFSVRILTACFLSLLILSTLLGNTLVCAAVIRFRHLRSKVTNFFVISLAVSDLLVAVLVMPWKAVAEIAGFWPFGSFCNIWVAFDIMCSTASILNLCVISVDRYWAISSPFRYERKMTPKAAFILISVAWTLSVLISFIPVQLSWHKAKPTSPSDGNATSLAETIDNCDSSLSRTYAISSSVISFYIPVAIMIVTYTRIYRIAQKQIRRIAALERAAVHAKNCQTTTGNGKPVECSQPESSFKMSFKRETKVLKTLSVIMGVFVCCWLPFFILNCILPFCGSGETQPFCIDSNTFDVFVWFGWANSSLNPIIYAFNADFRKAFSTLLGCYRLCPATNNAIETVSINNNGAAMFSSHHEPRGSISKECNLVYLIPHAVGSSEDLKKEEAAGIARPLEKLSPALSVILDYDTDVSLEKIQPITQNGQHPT
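Inducible HEK293 T-REx D1 cells, force-coupled to calcium signalling, were plated at 4000 cells/well with tetracycline and held overnight at 30 C. After no-wash calcium dye loading, compound-evoked calcium rise over 180 s flagged agonists.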
D1 potentiator = Potentiators of Human D1 Dopamine Receptor: qHTS; D(1A) dopamine receptor (Homo sapiens), P21728; HEK293 TREx D1 cells, calcium flux, dopamine EC20 potentiation; potentiation, % at 10 µM; 360,000 tested, 0.036% active; AID 504651, 2011; in the data active means potentiation above about 30%; further: 0% is about no effect
RXFP1 antag = qHTS Assay for Antagonists of the Relaxin Receptor RXFP1; AID 1259400, 2018; activity change, negative = inhibition, % at 57.5 µM; HEK293-RXFP1, relaxin-stimulated cAMP HTRF, 30 min; stronger effect = lower value; 350,000 tested, 0.59% active; Relaxin receptor 1 (Homo sapiens), Q9HBX9;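 active means activity change of -60% or lower, but not beyond a set lower limit; inconclusive means change between -60% and -40%, or beyond the set limit; inactive means change above -40%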; further: on the % scale 0 is the no-effect control and ±100 the full control effect
D2 potentiator = HTS Assay for Positive Allosteric Modulators of the Human D2 Dopamine Receptor: Primary Screen for Potentiators | HEK293 T-REx D2, calcium flux, EC20 dopamine potentiation | 340,000 tested, 0.34% active | D(2) dopamine receptor (Homo sapiens), P14416 | potentiation, % at 10 µM;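 active means potentiation over 3 SD above the plate norm, cut at about 30% in these data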; further: 0% is about no effect
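Using a no-wash calcium dye in inducible, force-coupled HEK293 Trex cells expressing D2, we tracked fluorescence each second for 180 s after compound, then for 180 s after EC20 dopamine to detect augmented signalling.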
D1 antagonist = Antagonist of Human D 1 Dopamine Receptor: qHTS | D(1A) dopamine receptor (Homo sapiens), P21728 | HEK293 TREx D1 cells, calcium flux, dopamine EC80; stronger effect = lower value | activity change, negative = inhibition, % at 10 µM | 360,000 tested, 3.2% active; in the data active means activity change below about -30%; further: on the % scale 0 is the no-effect control and ±100 the full control effect
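Antagonism measured as reduced calcium response to an EC80 dopamine addition following 180 s compound pre-read; cells were inducible HEK293 Trex D1 plated overnight at 30 C, read kinetically at 1 cycle/sec.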
Vif-A3G inh = qHTS for Inhibitors of Vif-A3G Interactions: qHTS; Potency, µM (titrated, usually from 46.1 µM), for inactives: at the highest dose activity, negative = active, actives largely listed as inhibitors; HeLa A3G-eYFP + Vif (tagged APOBEC3G with the HIV-1 protein that degrades it), YFP fluorescence, overnight; AID 602310, 2012; 410,000 tested, 0.076% active; DNA dC->dU-editing enzyme APOBEC-3G (Homo sapiens), Q9HC16;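 further: potency means the concentration at half of the fitted maximal effect; on the % scale 0 is the no-effect control and ±100 the full control effect; nearly all actives have a fitted effect of over 60% in size; hits raise eYFP signal because A3G escapes Vif-driven loss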
Target sequence (Q9HC16 whole entry, looked up): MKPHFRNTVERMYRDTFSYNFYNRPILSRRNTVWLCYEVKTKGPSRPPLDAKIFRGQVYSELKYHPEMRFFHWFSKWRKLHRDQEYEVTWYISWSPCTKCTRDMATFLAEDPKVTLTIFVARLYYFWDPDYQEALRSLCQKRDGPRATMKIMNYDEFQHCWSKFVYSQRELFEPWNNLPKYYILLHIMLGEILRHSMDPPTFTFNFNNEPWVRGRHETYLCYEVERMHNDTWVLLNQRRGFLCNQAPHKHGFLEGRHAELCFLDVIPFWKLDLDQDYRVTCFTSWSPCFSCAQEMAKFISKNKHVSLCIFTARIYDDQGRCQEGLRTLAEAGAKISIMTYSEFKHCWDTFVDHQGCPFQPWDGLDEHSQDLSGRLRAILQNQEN
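Read-out is eYFP fluorescence (Ex 488/Em 500-530) from Vif-expressing HeLa A3G-eYFP cells; more signal means A3G escaped Vif-mediated degradation. Cells plated overnight, compound pinned in, incubated overnight at 37 deg C.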
Glioma ERSR ind = qHTS for Inducers of the Endoplasmic Reticulum Stress Response (ERSR) in Human Glioma: qHTS | 420,000 tested, 0.02% active | AID 602332, 2012 | Potency, µM, for the others: at the highest dose activation, most hits filed as activators | U87-MG GRP78 promoter luciferase reporter, 16 h; further: potency means the concentration at half of the fitted maximal effect; series mostly up to about 76 µM; % of control where 0% means no effect; nearly all actives have a fitted effect of over 35% in size
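ERSR induction read as luciferase luminescence (Bright-Glo, 10 min at room temperature) in stably transfected human U87-MG glioma cells exposed to compounds for 16 h, using GRP78 as sensor.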
* hit, by the source's call; ? = inconclusive; . = no result given; & = joins results of further samples. Unless noted, the call rests on the fitted dose curve; in most records, active means well fitted curve in the direction sought with a large enough effect; inconclusive means small, poorly fitted or top-dose-only effect, or another doubt; inactive means no such curve, though single readings can be large; an effect the other way counts as inactive or inconclusive. Not all compounds are listed. The share of hits here may be higher or lower than overall.

SMILES	RXFP1 ag	Vif-APOBEC3F blk	D1 ag	D1 potentiator	RXFP1 antag	D2 potentiator	D1 antagonist	Vif-A3G inh	Glioma ERSR ind
COc1ccc(NC(=S)N(CCCOC(C)C)C2CCN(C(C)=O)CC2)cc1Cl	-0.1%	-3%	10	12	-5	14	-8	-11%	-6%
O=C(Nc1ccccc1OC(F)F)c1ccc(S(=O)(=O)N2CCCC2)cc1	-0.1%	-25%	1	0	1	7	0	-14%	-5%
O=C(O)c1ccc(CNCc2cccc(Cl)c2)cc1	1.7%	3%	7	-5	-7	-1	-24	11%	-2%
CC1CCCCC1NC(=O)CSc1nnc(-c2ccco2)n1N (centres undefined)	.	-4%	.	.	-1	.	.	0%	-3%
CN(C)NC(=O)c1csnc1-c1c(Cl)cccc1Cl	1.2%	-7%	5	1	-3	-3	18	-1%	-2%
CC1CC(C)CN(CCOc2ccccc2-c2ccccc2)C1 (centres undefined)	0.9%	-2%	15	-4	-12	-29	-20	1%	-5%
CCCCN(CC)C(=O)Cn1ncc2c3ccccc3n(CCC)c2c1=O	2.0%&9.2%	1%&-3%	2&0	-7&0	-11&4	15&4	-6&7	6%&-6%	-4%&-5%
Cc1nnc2c3ccccc3nc(Nc3cccc(O)c3)n12	0.5%	-13%	1	-2	-22	-1	-24	2%	-4%
CC(C(=O)Oc1ccc2c(c1)OCO2)N1C(=O)c2ccccc2C1=O (centres undefined)	2.5%	.	9	-8	.	-4	-40*	.	.
CC(=O)Nc1cc2c(cc1Cl)Cc1cc(Cl)ccc1-2	.	4%	.	.	-7	.	.	-1%	4%
CCOc1ccccc1NC(=O)c1ccc(F)c(S(=O)(=O)N2CCC3(CC2)OCCO3)c1	2.6%	9%	6	-8	3	-1	1	0%	-3%
CC(=O)N1CCN(C(=O)CN2C(=O)NC(C)(c3ccc4ccccc4c3)C2=O)CC1 (centres undefined)	-3.1%	3%	2	0	2	1	4	0%	-3%
CC(C)(C)C(=O)NC1CC2CCCC(C1)N2C(=O)Nc1ccccc1 (centres undefined)	-2.4%	8%	9	2	3	7	1	1%	-7%
CC1(CCC(=O)N2CCCC(N3CCN(c4cccc(C(F)(F)F)c4)CC3)C2)CC1 (centres undefined)	1.0%	2%	4	3	-4	-18	8	0%	0%
COc1ccc(CCN2Cc3c(N)cccc3C2=O)cc1OC	1.1%	18%	5	-5	-7	8	-1	2%	-6%
COc1cc2c(cc1OC)C(Nn1cnnc1)=NC1(CCCC1)C2	3.6%	-6%	0	2	-14	9	7	-2%	-8%
CC(CC(=O)N1CCN(S(=O)(=O)c2ccc([N+](=O)[O-])cc2)CC1)c1ccccc1 (centres undefined)	-1.0%	-1%	1	-3	7	-6	20	-5%	-1%
COC(=O)CCc1c(C)nc(N)[nH]c1=O	3.5%	1%	5	3	-6	.	.	-3%	-3%
CCOC(=O)C1CCN(C(=O)/C=C/c2cc(OC)c(OC)c(OC)c2)CC1	1.0%	0%	4	-2	12	.	4	-1%	0%
COc1ccccc1CC(=O)Nc1ccc2c(c1)OC1(CCCC1)O2	.	1%	.	.	-6	.	.	-7%	3%
CCN(C1CCCCC1)S(=O)(=O)c1cc2c3c(c1)CCN3C(=O)CC2	2.3%	6%	4	-5	5	-2	3	2%	0%
O=C(CN1CCc2ccccc2C1)Nc1ccccc1Cl	-0.3%	-4%	5	-12	-1	-5	9	-2%	5%
CCC(=O)N(CCO)Cc1cc2ccc(C)c(C)c2[nH]c1=O	-0.7%	.	3	0	-4	7	-8	0%	-5%
CC(C)C(NC(=O)c1ccc(C(C)(C)C)cc1)C(=O)Nc1cccc(S(N)(=O)=O)c1 (centres undefined)	-1.2%	-32%	7	-2	-18	37*	25	-1%	-5%
O=C(O)COc1ccc(/C=N/NC(=O)C(O)(c2ccccc2)c2ccccc2)cc1	-1.1%	1%	1	-4	0	-12	19	1%	-2%

Next section:
SMILES	RXFP1 ag	Vif-APOBEC3F blk	D1 ag	D1 potentiator	RXFP1 antag	D2 potentiator	D1 antagonist	Vif-A3G inh	Glioma ERSR ind
COc1ccc(/C=C/C(=O)N(Cc2cccs2)C2CCS(=O)(=O)C2)cc1 (centres undefined)	-1.1%	1%	3	-6	-10	7	-1	1%	-4%
CC1CCC(C(=O)NC(C(=O)NCc2cccnc2)C(C)C)CC1 (centres undefined)	0.1%	-2%	1	3	-1	15	-3	-1%	-5%
COc1cc(-n2c(=O)c3ccccc3n(CC(=O)c3ccc(F)cc3)c2=O)cc(OC)c1OC	1.3%	0%	1	-2	-3	-3	8	5%	-1%
C=CCC(C(=O)OC)(C(=O)OC)c1ccc([N+](=O)[O-])cn1	1.4%	-8%	4	-4	-5	26	-11	-1%	-3%
O=C(OCn1ncc(Cl)c(Cl)c1=O)c1ccc(F)cc1	4.9%	.	2	-3	.	9	-23	.	.
O=C(Cn1cnc2ccccc2c1=O)Nc1nc2ccccc2s1	?	0%	4	-1	-10	4	5	-1%	-1%
COc1ccc(NC(=O)CN2C(=O)CCc3cc(S(=O)(=O)N4CCOCC4)ccc32)cc1Cl	0.5%	4%	2	1	.	-1	-6	1%	-1%
O=C(O)c1cccc(NC(=O)c2ccccc2NC(=O)c2ccco2)c1	-1.2%	2%	0	0	.	-8	-30	1%	2%
CCn1c(C)nc2cc(C(=O)NNC(=S)NC(=O)c3ccccc3)ccc21	1.1%	5%	2	10	11	13	2	-2%	1%
O=C(O)c1ccc(-c2ccccc2)[nH]c1=O	7.3%	2%	2	-4	17	-5	7	6%	-2%
CCCCNC(=O)CS(=O)Cc1nc(-c2cccc(Cl)c2)oc1C (centres undefined)	0.4%	0%	0	13	0	3	10	0%	-7%
Cc1nc2ccccc2n1Cc1ccc(Cl)cc1	-0.5%	-2%	10	-8	11	-6	-28	1%	1%&-3%
Cc1nnn(C23CC4CC(CC(CC(=O)Nc5ccc(C)c(Cl)c5)(C4)C2)C3)n1	4.2%	8%	0	-3	.	-2	-6	5%	-4%
COc1ccc(Nc2nc3ccccc3nc2NS(=O)(=O)c2ccc(C)cc2)c(OC)c1	6.1%	?	4	1	.	4	2	-2%	-2%
Cc1ccnc(NS(=O)(=O)c2ccc(NC(=O)CN3C(=O)c4ccccc4S3(=O)=O)cc2)n1	-0.1%	-2%	1	6	-8	-9	3	0%	-6%
CCOC(=O)C1CNc2cc(S(=O)(=O)CC)ccc2O1 (centres undefined)	-0.7%	5%	4	-4	-6	10	2	0%	-1%
N#Cc1ccccc1S(=O)(=O)N1CCN(CC(=O)Nc2ccnn2C2CCCC2)CC1	-0.7%	-20%	-1	-1	2	4	0	0%	-4%
O=C(NCc1ccncc1)C12CC3CC(CC(C3)C1)C2	1.5%	1%	2	14	-3	0	9	-1%	-5%
CCSc1nnc(Nc2ccc(C)cc2)s1	-0.1%	-10%	0	-3	-5	-13	-6	0%	?
CCn1cc([N+](=O)[O-])nc1C	0.1%	?	1	-6	1	2	7	0%	-3%
COC(=O)c1ccc(/C=N/NC(=O)c2ccc3nc[nH]c3c2)cc1	-1.4%	1%	3	-2	6	.	-14	2%	-3%
CCc1ccc(N2C(=O)CC(N3CCN(c4ccccn4)CC3)C2=O)cc1 (centres undefined)	2.3%	1%	4	0	9	-3	0	4%	-3%
COc1ccc(NC(=S)N2CCN(CCN3C(=O)c4cccc5cccc(c45)C3=O)CC2)cc1	1.2%	-7%	1	-2	-26	17	13	2%	-1%
COc1cccc(S(=O)(=O)Nc2cccc(C(=O)N3CCOCC3)c2)c1	0.6%	4%	4	-3	-5	1	-13	1%	-3%
Cc1cccc(-c2nnc(SCC(=O)Nc3nc4c(s3)CCCC4)n2C)c1	0.3%	.	-1	-5	-19	0	3	2%	-3%

The list continues.
SMILES	RXFP1 ag	Vif-APOBEC3F blk	D1 ag	D1 potentiator	RXFP1 antag	D2 potentiator	D1 antagonist	Vif-A3G inh	Glioma ERSR ind
O=C(CC1C(=O)NCCN1Cc1ccc(-c2ccccc2)cc1)NCCOc1cccnc1 (centres undefined)	2.3%	1%	1	1	2	1	6	0%	1%
COc1cc(NC(=S)Nc2cccc(Cl)c2Cl)c(OC)cc1Cl	10%	2%	2	-3	-3	.	8	0%	-3%
CNc1nc(N)nc(OC(C(F)(F)F)C(F)(F)F)n1	-0.1%	0%	1	-9	0	-2	-20	0%	-5%
Cc1ccc(S(=O)(=O)c2c(N)n(NC(=O)c3ccco3)c3nc4ccccc4nc23)cc1	1.0%	0%	2	-5	-5	-9	11	-9%	-4%
CS(=O)(=O)N(CC(=O)N1CCc2ccccc2C1)c1ccccc1F	.	?	.	.	5	.	.	3%	-3%
CCn1c(C(=O)NCc2cccc(Br)c2)cc2oc3ccccc3c21	4.1%	.	11	-3	-21	8	23	.	.
Cc1ccc(CCC(=O)Nc2ccc(S(N)(=O)=O)cc2)o1	0.4%	-1%	2	-7	-7	15	15	1%	3%
COc1ccc(-c2cn3cccnc3n2)cc1NC(=O)Cc1ccccc1	8.7%	2%	2	3	-5	-3	18	-3%	0%
COc1ccc(Cl)cc1CSc1n[nH]c(C)n1	-1.8%	-2%	1	-3	6	3	2	3%	1%
O=C(Nc1cccc(-n2cccn2)c1)C1CCCN(Cc2cccc(F)c2F)C1 (centres undefined)	-1.9%	3%	6	-1	-11	-24	-23	-13%	-2%

Screens as filed in PubChem BioAssay.
